High-throughput results deposited in PubChem BioAssay by several laboratories.
FAS-TE inh = inhibitors of human fatty acid synthase thioesterase domain. P49327. recombinant FAS-TE, OMFH fluorogenic substrate, fluorescence endpoint. AID 602261. hit rate 0.67% among 360,000. inhibition, % at 15 µM;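 active = compounds whose normalised, plate-corrected inhibition of enzyme fluorescence in the single-dose primary screen is 50% or more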;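 also: 0% = DMSO with enzyme and 100% = substrate without enzyme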
PABP1 MLLE inh = inhibitors of microRNA-mediated deadenylation, human PABP1 MLLE binding; P11940; GST-MLLE / FITC-PAM2 fluorescence polarization; inhibition, % at 20 µM; hit rate 0.36% among 360,000; AID 588489; in the data active = inhibition above about 35%, passing the limit was not always enough;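 also: plate controls were DMSO wells with GST-MLLE for no effect and wells lacking GST-MLLE protein for full effect; some results filed as inactive read as strong as hits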
MsrA act = activators of bovine methionine sulfoxide reductase A; purified bovine MsrA, absorbance read-out; activation, % at 10.6 µM; hit rate 0.3% among 360,000; AID 602163; in the data active = activation above about 7.5%;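 also: 0% = vehicle and 100% = reference activator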
eLon inh = inhibits E. coli Lon protease; AID 602123; inhibition, % at 7.94 µM; hit rate 0.42% among 360,000; purified E. coli Lon protease, fluorescence polarization; in the data active = inhibition above about 13%, passing the limit was not always enough;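 also: 0% = enzyme with probe and DMSO and 100% = no enzyme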
CSN deneddyl inh = blocks human CSN-mediated cullin deneddylation. Q92905. Purified CSN, SCF-Nedd8-OG deneddylation, fluorescence polarization. inhibition, % at 12.5 µM. hit rate 0.38% among 360,000;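 active = pattern-corrected inhibition above about 35%, with an unprinted fluorescence ratio check between 0.5 and 1.5, limit read from the data, passing the limit was not always enough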;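 also: 0% = enzyme with substrate and 100% = substrate without enzyme; some results filed as inactive read as strong as hits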
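assay system = purified human Csn5 enzyme expressed in HEK293T cells | amount = 0.24 nM enzyme | buffer or medium = Tris/NaCl/DTT buffer, pH 7.5 | reagent = 10 nM SCFSkp2-Nedd8OG | compound = one concentration, 12.5 µM, 0.25% DMSO | times = 90 min reaction at room temperature | signal = FP | read-out basis = % inhibition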
MT1-MMP act inh = blocks activation of human MT1-MMP; P50281; HT1080 RFP-PRO-GFP cells, GFP/RFP ratio fluorescence, overnight; percent of plate control window, DMSO zero; GFP/RFP ratio change, % at 20 µM; hit rate 0.061% among 360,000;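 active = GFP/RFP ratio change of at least 30% with cell ATP level not reduced by more than half and red fluorescence within 50% of control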; also: strong numbers were not always called active
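Assay system: HT1080 RFP-PRO-GFP cells | Dosing: 20 µM single dose, 1% DMSO | Incubation: Cells overnight before dosing, compound overnight, 37 °C, 5% CO2 | Evaluation: GFP/RFP fluorescence ratio | Control set: DMSO-only wells and HT1080 RFP-L50D-GFP cell wells as references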
Rin1 Abl inh = blocks binding of human Rin1 to Abl | inhibition, % at 7.35 µM | TR-FRET Rin1/Abl binding, biochemical | hit rate 0.4% among 360,000; in the data active = inhibition above about 5%, passing the limit was not always enough
MsrA inh = bovine MsrA inhibition; AID 651718; hit rate 0.75% among 360,000; purified bovine MsrA, absorbance read-out; inhibition, % at 15.5 µM; in the data active = inhibition above about 4.5%;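 also: 0% = vehicle wells with enzyme and 100% = reference inhibitor wells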
Rpn11 inh = blocks the human proteasome subunit Rpn11 | human 26S proteasome, Ub4-pepOG fluorescence polarization; 20S core pre-blocked with epoxomicin | calls only at 20 µM | hit rate 0.59% among 360,000;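 active = inhibition at 20 µM, scaled to each plate's controls, above about 33%, limit read from the data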
* marks the source's active call; other numbers are inactive results. Compounds as they come (roughly 3.7% active in at least one column).

How did C[C@@H]1CN([C@H](C)CO)C(=O)c2cc(NC(=O)Cc3cn(C)c4ccccc34)ccc2O[C@H]1CN(C)S(=O)(=O)c1ccc(F)cc1 do in these assays?
FAS-TE inh: -4.5; PABP1 MLLE inh: -13.4; MsrA act: -5.6; eLon inh: 9.7; CSN deneddyl inh: 6.2; MT1-MMP act inh: -2.4; Rin1 Abl inh: 1.0; MsrA inh: -0.2; Rpn11 inh: inactive

Results for Cc1cc(C)nc(N/N=C/c2cccc3ccccc23)n1 ?
FAS-TE inh: -2.5; PABP1 MLLE inh: -7.1; MsrA act: -9.2; eLon inh: -1.5; CSN deneddyl inh: -0.1; MT1-MMP act inh: 1.3; Rin1 Abl inh: -3.6; MsrA inh: 1.4; Rpn11 inh: inactive

Results for Cc1cc(NS(=O)(=O)c2ccc(NC(=O)c3cccc(OC(F)F)c3)cc2)nc(C)n1 ?
FAS-TE inh: -5.6; PABP1 MLLE inh: -1.9; MsrA act: -3.1; eLon inh: 2.1; CSN deneddyl inh: 2.8; MT1-MMP act inh: 5.9; Rin1 Abl inh: -1.6; MsrA inh: 0.1; Rpn11 inh: inactive

What do the screens show for `CC1Cc2ccccc2N1C(=O)COC(=O)c1n[nH]c(=O)c2ccccc12` (stereo not given)?
FAS-TE inh: -0.5; PABP1 MLLE inh: -16.4; MsrA act: -5.3; eLon inh: 0.5; CSN deneddyl inh: -4.3; MT1-MMP act inh: 1.1; Rin1 Abl inh: 0.9; MsrA inh: -0.4; Rpn11 inh: inactive

Results for C=C(C)C1CC=C(C)/C(=N/NC(=O)c2cccc([N+](=O)[O-])c2)C1 (stereo not given) ?
FAS-TE inh: 21.7; PABP1 MLLE inh: 9.1; MsrA act: -2.1; eLon inh: 3.0; CSN deneddyl inh: -4.6; MT1-MMP act inh: 5.5; Rin1 Abl inh: -0.5; MsrA inh: -0.1; Rpn11 inh: inactive

Results for NS(=O)(=O)c1cc(C(=O)OCC(=O)Nc2ccc(Cl)cc2[N+](=O)[O-])ccc1Cl ?
FAS-TE inh: 12.7; PABP1 MLLE inh: -6.6; MsrA act: -12.2; eLon inh: -3.0; CSN deneddyl inh: 1.0; MT1-MMP act inh: 3.3; Rin1 Abl inh: 3.3; MsrA inh: -0.3; Rpn11 inh: inactive

How did Cc1cc2nccc(-c3ccncc3)n2n1 do in these assays?
FAS-TE inh: -5.0; PABP1 MLLE inh: 3.2; MsrA act: -8.4; eLon inh: 0.4; CSN deneddyl inh: -9.6; MT1-MMP act inh: -8.2; Rin1 Abl inh: 3.2; MsrA inh: 1.7; Rpn11 inh: inactive

Results for COc1ccccc1CN1CCNC(=O)C1CC(=O)NCc1c(C)n[nH]c1C (stereo not given) ?
FAS-TE inh: -4.8; PABP1 MLLE inh: -8.7; MsrA act: -3.4; eLon inh: 0.3; CSN deneddyl inh: -5.9; MT1-MMP act inh: 0.4; Rin1 Abl inh: 2.5; MsrA inh: 0.7; Rpn11 inh: inactive

What do the screens show for `Cc1ccc(NC(=O)Nc2nnc(Cc3ccc([N+](=O)[O-])cc3)s2)cc1`?
FAS-TE inh: 3.3; PABP1 MLLE inh: -6.0; MsrA act: -15.4; eLon inh: -5.0; CSN deneddyl inh: 4.8; MT1-MMP act inh: 1.9; Rin1 Abl inh: 5.5; MsrA inh: -0.6; Rpn11 inh: inactive

How did Cc1ccc2c(c1)-c1c(cnn1CC(=O)NC(C)CCc1ccco1)CO2 (stereo not given) do in these assays?
FAS-TE inh: 8.1; PABP1 MLLE inh: -13.8; MsrA act: -1.1; eLon inh: 5.8; CSN deneddyl inh: -1.2; MT1-MMP act inh: -9.8; Rin1 Abl inh: -0.2; MsrA inh: 1.1; Rpn11 inh: inactive

Results for C1=Cc2ccccc2Nc2ccccc21 ?
FAS-TE inh: 5.0; PABP1 MLLE inh: 5.4; MsrA act: -4.0; eLon inh: 3.6; CSN deneddyl inh: -4.8; MT1-MMP act inh: -1.4; Rin1 Abl inh: -3.1; MsrA inh: 0.4; Rpn11 inh: inactive

Results for COc1ccc(S(=O)(=O)N2CCN(Cc3cc(OC)c(O)c(OC)c3)CC2)cc1 ?
FAS-TE inh: -1.9; PABP1 MLLE inh: -6.6; MsrA act: -2.3; eLon inh: -1.9; CSN deneddyl inh: -0.9; MT1-MMP act inh: -3.2; Rin1 Abl inh: -0.1; MsrA inh: -1.0; Rpn11 inh: inactive

What do the screens show for `O=C(CSC1=NNC(c2ccccn2)S1)Nc1ccccc1` (stereo not given)?
FAS-TE inh: 24.5; PABP1 MLLE inh: 19.4; MsrA act: 0.5; eLon inh: 6.6; CSN deneddyl inh: 26.2; MT1-MMP act inh: -1.4; Rin1 Abl inh: 6.5*; MsrA inh: -0.2; Rpn11 inh: inactive

How did Cc1ccc(NC(=O)c2ccccc2Cl)cc1-n1cnnn1 do in these assays?
FAS-TE inh: -1.7; PABP1 MLLE inh: -11.4; MsrA act: -1.0; eLon inh: 0.1; CSN deneddyl inh: -2.8; MT1-MMP act inh: 2.9; Rin1 Abl inh: 0.9; MsrA inh: 0.5; Rpn11 inh: inactive

Results for CCn1c(NC(=O)/C=C/c2ccc(F)cc2)nc2ccccc21 ?
FAS-TE inh: 9.8; PABP1 MLLE inh: -6.9; MsrA act: -2.3; eLon inh: 0.5; CSN deneddyl inh: -1.8; MT1-MMP act inh: -3.4; Rin1 Abl inh: 1.2; MsrA inh: 3.6; Rpn11 inh: inactive

How did CCOCCCn1c(=S)[nH]c2ncccc2c1=O do in these assays?
FAS-TE inh: -5.6; PABP1 MLLE inh: -20.5; MsrA act: 1.8; eLon inh: -1.9; CSN deneddyl inh: -1.1; MT1-MMP act inh: 8.5; Rin1 Abl inh: 2.2; MsrA inh: 2.1; Rpn11 inh: inactive

What do the screens show for `COc1ccc(CCC(=O)Nc2cccc(S(=O)(=O)N3CCCCCC3)c2)cc1OC`?
FAS-TE inh: 13.0; PABP1 MLLE inh: -2.1; MsrA act: -1.3; eLon inh: 2.6; CSN deneddyl inh: 1.0; MT1-MMP act inh: -1.7; Rin1 Abl inh: 2.6; MsrA inh: 0.0; Rpn11 inh: inactive

How did Cc1nn(CCc2nn[nH]n2)c2nc(-c3ccccc3)cc(C(F)(F)F)c12 do in these assays?
FAS-TE inh: -1.7; PABP1 MLLE inh: 2.6; MsrA act: -1.7; eLon inh: 3.0; CSN deneddyl inh: 0.0; MT1-MMP act inh: -0.1; Rin1 Abl inh: -1.1; MsrA inh: 1.1; Rpn11 inh: inactive

Results for COc1ccc(C#Cc2c(-c3ccc(OC)cc3)oc3ccc(-c4ccc(OC)cc4)cc23)cc1 ?
FAS-TE inh: 35.6; PABP1 MLLE inh: -8.2; MsrA act: -0.8; eLon inh: -1.8; CSN deneddyl inh: -0.4; MT1-MMP act inh: 4.7; Rin1 Abl inh: 0.8; MsrA inh: -0.1; Rpn11 inh: inactive

How did CCN1CCN(C(=S)c2ccc(SC)cc2)CC1 do in these assays?
FAS-TE inh: -7.1; PABP1 MLLE inh: 28.2; MsrA act: -3.0; eLon inh: -0.4; CSN deneddyl inh: 7.0; MT1-MMP act inh: 0.4; Rin1 Abl inh: -5.3; MsrA inh: 2.1; Rpn11 inh: inactive

What do the screens show for `CN(CC(=O)Nc1c(Cl)cccc1Cl)C(=O)Cc1ccc2c(c1)CCC2`?
FAS-TE inh: -5.2; PABP1 MLLE inh: 33.9; MsrA act: -2.9; eLon inh: -3.8; CSN deneddyl inh: 1.9; MT1-MMP act inh: -2.4; Rin1 Abl inh: -2.4; MsrA inh: -0.5; Rpn11 inh: inactive

What do the screens show for `Cc1ccc(C(=O)O/N=C(\N)Cc2cccs2)c(Cl)c1`?
FAS-TE inh: 4.1; PABP1 MLLE inh: 1.8; MsrA act: -1.5; eLon inh: 5.6; CSN deneddyl inh: -5.9; MT1-MMP act inh: -4.8; Rin1 Abl inh: -6.3; Rpn11 inh: inactive

What do the screens show for `COc1cc(OC)cc(C(=O)NC(C(=O)N2CCc3ccccc3C2)C(C)C)c1` (stereo not given)?
FAS-TE inh: 1.0; PABP1 MLLE inh: -12.4; MsrA act: -2.1; eLon inh: -3.2; CSN deneddyl inh: -1.7; MT1-MMP act inh: -3.9; Rin1 Abl inh: 5.3; MsrA inh: -0.9; Rpn11 inh: inactive

Results for CCCC(C)NC(C)C(=O)NC1CCCC1 (stereo not given) ?
FAS-TE inh: -10.7; PABP1 MLLE inh: 10.9; MsrA act: -1.3; eLon inh: 12.1; CSN deneddyl inh: -6.2; MT1-MMP act inh: -3.0; Rin1 Abl inh: 1.0; MsrA inh: -0.3; Rpn11 inh: inactive

Results for CCOC(=O)N1CCN(C(=O)Cn2nc(C)c3sc4ccccc4c3c2=O)CC1 ?
FAS-TE inh: -5.8; PABP1 MLLE inh: 1.9; MsrA act: 2.9; eLon inh: -5.8; CSN deneddyl inh: -1.6; MT1-MMP act inh: 3.4; Rin1 Abl inh: -5.0; MsrA inh: 0.7; Rpn11 inh: inactive

How did O=C(CCNC(=O)Cn1ccc2ccccc2c1=O)NCCCN1CCN(c2ccccc2F)CC1 do in these assays?
FAS-TE inh: -11.1; PABP1 MLLE inh: 17.1; MsrA act: -4.1; eLon inh: 7.3; CSN deneddyl inh: 5.5; MT1-MMP act inh: -3.4; Rin1 Abl inh: -2.4; MsrA inh: -0.3; Rpn11 inh: inactive

How did CSc1c(CC(=O)NCCO)n(C)c2ccccc12 do in these assays?
FAS-TE inh: -1.7; PABP1 MLLE inh: -6.9; MsrA act: -0.5; eLon inh: 1.8; CSN deneddyl inh: -4.5; MT1-MMP act inh: -6.5; Rin1 Abl inh: 2.2; MsrA inh: 0.2; Rpn11 inh: inactive

How did O=C1CSC(=S)N1c1ccc(Cl)c(Cl)c1 do in these assays?
FAS-TE inh: 0.4; PABP1 MLLE inh: 7.0; MsrA act: -0.7; eLon inh: -0.5; CSN deneddyl inh: 1.8; MT1-MMP act inh: 20.2; Rin1 Abl inh: -3.5; MsrA inh: 0.6; Rpn11 inh: inactive

Results for Cc1ccc([C@@H]2[C@@H]3C(=O)N(C)C(=O)[C@@H]3[C@]3(C)C(=O)N(Cc4ccc(-c5ccccc5)cc4)CC(=O)N23)o1 ?
FAS-TE inh: -1.6; PABP1 MLLE inh: -3.1; MsrA act: -2.2; eLon inh: -15.3; CSN deneddyl inh: -1.7; MT1-MMP act inh: 4.5; Rin1 Abl inh: 4.4; MsrA inh: 0.8; Rpn11 inh: inactive

How did O=C(NCCN1CCOCC1)C1CCC(=O)N1Cc1ccccc1Cl (stereo not given) do in these assays?
FAS-TE inh: -5.2; PABP1 MLLE inh: 4.8; MsrA act: -1.7; eLon inh: -8.6; CSN deneddyl inh: 0.2; MT1-MMP act inh: -0.5; Rin1 Abl inh: 1.6; MsrA inh: -0.8; Rpn11 inh: inactive

Results for Cc1ccn2c(-c3csc(NCc4ccco4)n3)c(C)nc2c1 ?
FAS-TE inh: -2.4; PABP1 MLLE inh: -10.7; MsrA act: -8.8; eLon inh: 2.3; CSN deneddyl inh: 1.5; MT1-MMP act inh: 3.0; Rin1 Abl inh: 1.4; MsrA inh: 0.5; Rpn11 inh: inactive
